TNF necrop inh: inhibitors of TNF-alpha triggered necroptosis, primary screen, cell-based, Jurkat FADD-/-, single concentration; Jurkat FADD-/- TNF necroptosis rescue, ATP luminescence, 24 h; 0 = TNF only, 100 = no-TNF cells; actives 0.068% (n = 220,000); activation (protection from cell death), % at 10 µM;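 active = activation, meaning protection from cell death, of at least 50% relative to plate controls; inactive = activation below 50%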;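 note: necroptosis triggered by 40 ng/mL TNF-alpha added together with compound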
Ba/F3 V617F tox: reduced viability of JAK2V617F-dependent Ba/F3 cells, primary screen, JAK2V617F inhibitor project, cell-based, Ba/F3 EpoR-JAK2V617F, luminescence. ATP luminescence. inhibition, % at 5.6 µM. actives 1.1% (n = 220,000). AID 1446, 2008;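 active = inhibition above the campaign mean plus 3 SD over all tested compounds, cut at about 24% in these data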;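 note: cytokine-independent growth of Ba/F3 cells driven by EpoR plus mutant JAK2; 0% = DMSO-treated cells and 100% = JAK inhibitor I control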
RBBP9 inhibitor: human RBBP9 inhibitors, primary screen, biochemical, fluorescence polarization, FP-Rh probe, HTS. inhibition, % at 7.94 µM. recombinant RBBP9. actives 0.2% (n = 220,000);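 active = inhibition above the campaign mean of all tested compounds plus 3 SD, cut at about 14% in these data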;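 note: plate controls were DMSO wells with RBBP9 for no effect and wells lacking RBBP9 protein for full effect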
Target sequence (O75884 whole entry, looked up): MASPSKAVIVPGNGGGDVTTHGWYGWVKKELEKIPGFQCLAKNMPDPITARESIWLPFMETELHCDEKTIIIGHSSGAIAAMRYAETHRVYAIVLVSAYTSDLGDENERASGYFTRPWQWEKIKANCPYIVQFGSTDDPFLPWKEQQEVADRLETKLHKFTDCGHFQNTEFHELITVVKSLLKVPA
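Controls: DMSO-treated enzyme wells and wells lacking RBBP9 | Material: RBBP9 protein | Technique: Fluorescence polarization | Replication: Single well per compound, no replicates | Buffer or medium: Tris-NaCl-Pluronic buffer, pH 8.0 | Timing: 30 min compound preincubation, 45 min probe labeling, 25 °C | Read-out basis: Percent inhibition from mP, scaled between DMSO and no-protein wells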
Wee1 stabilizer: Wee1 degradation inhibitors, primary screen, cell-based, HeLa, Wee1K328M-luciferase, luminescence; HeLa Luc-Wee1K328M stability; 100% = proteasome inhibitor MG132 effect; reporter increase, % at 5 µM; actives 1.2% (n = 220,000); AID 1321, 2008;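 active = activation above the mean of all tested compounds plus 3 SD, set per screening run, cut at about 8.8% in these data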;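 note: cells exposed to compound for 20 h before luminescence read; 0% = DMSO alone and 100% = MG132 at 30 µM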
BaF3 tox: parental Ba/F3 cell viability inhibition, counter-screen for JAK2V617F inhibitor project, murine pro-B, CellTiter-Glo luminescence; CellTiter-Glo ATP luminescence; inhibition, % at 5.6 µM; actives 1.1% (n = 220,000);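 active = inhibition above a per-campaign cutoff, the mean inhibition of all tested compounds plus 3 SD, cut at about 27% in these data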;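 note: 0% = DMSO wells and 100% = JAK Inhibitor I control wells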
PPC-1+TRAIL kill: compounds killing PPC-1 cancer cells with TRAIL present, primary screen, TRAIL potentiator project, ATPLite luminescence, uHTS | AID 1443, 2008 | cell killing (% activity), % at 4 µM | actives 0.41% (n = 220,000) | PPC-1 cells + TRAIL, ATPLite viability luminescence;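 active = cell killing above 50% in the first pass at 4 µM, then a duplicate retest at 5 µM averaging 50% or more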;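 note: plate controls were cells with TRAIL plus DMSO for no effect and medium-only wells lacking cells for full effect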
zfTRPN1 agonist: zebrafish TRPN1 channel agonists, primary screen, cell-based, HEK293, calcium fluorescence. activation, % at 3 µM. actives 0.18% (n = 220,000). HEK293 zebrafish TRPN1-YFP, Fluo-8 calcium fluorescence; 100% = response to 87 µM carbachol. transient receptor potential cation channel N1 (TRPN1/NompC), Danio rerio;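 active = activation above its plate's cutoff, the mean activation of test wells on that plate plus 3 SD, cut at about 19% in these data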;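 note: 0% = DMSO alone and 100% = 87 µM carbachol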
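System: zebrafish TRPN1-YFP in HEK293 cells / Dosing: 3 µM single point / Timing: dye loading 1 h at 37 °C, then 30 min room temperature / Signal: Fluo-8 calcium fluorescence, excitation 470-495 nm, emission 515-575 nm / Read-out basis: percent activation from peak over basal fluorescence ratio, control-normalized / Control set: high carbachol 87 µM, low DMSO alone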
TRPML3 ag: human TRPML3 channel agonists, primary screen, cell-based, HEK293 TRPML3-YFP, Fluo-8 calcium fluorescence, 3 µM; Mucolipin-3 (Homo sapiens), Q8TDD5; AID 1448, 2008; actives 0.29% (n = 220,000); activation, % at 3 µM; 100% = the carbachol control signal;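 active = activation above its plate's cutoff, the mean activation of the plate's test wells plus 3 SD, cut at about 12% in these data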;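 note: 0% = DMSO only wells and 100% = carbachol wells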
Target sequence (Q8TDD5 whole entry, looked up): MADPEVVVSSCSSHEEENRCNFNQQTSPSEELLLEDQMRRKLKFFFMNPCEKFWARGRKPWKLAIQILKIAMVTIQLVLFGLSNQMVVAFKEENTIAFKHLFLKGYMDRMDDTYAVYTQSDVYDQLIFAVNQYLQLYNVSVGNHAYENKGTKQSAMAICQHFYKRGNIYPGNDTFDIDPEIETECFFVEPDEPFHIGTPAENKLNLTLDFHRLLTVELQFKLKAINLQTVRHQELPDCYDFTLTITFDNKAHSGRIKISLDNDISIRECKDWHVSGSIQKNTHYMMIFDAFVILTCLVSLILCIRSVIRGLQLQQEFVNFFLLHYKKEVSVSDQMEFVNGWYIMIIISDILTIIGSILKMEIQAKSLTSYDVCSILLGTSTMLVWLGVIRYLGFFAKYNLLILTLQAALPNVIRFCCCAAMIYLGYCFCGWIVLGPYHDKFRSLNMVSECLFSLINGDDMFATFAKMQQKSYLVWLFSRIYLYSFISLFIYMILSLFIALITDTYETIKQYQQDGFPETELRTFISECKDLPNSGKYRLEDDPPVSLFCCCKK
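Test system: HEK293 cells stably carrying human TRPML3-YFP; Doses: single dose, 3 µM final nominal compound, 0.3% DMSO final; Schedule: dye loading 1 h 37 °C then 30 min ambient, 125 s read; Technique: Fluo-8 calcium fluorescence; Benchmarks: high control carbachol 87 µM, low control DMSO.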
CHOP inhibitor: inhibitors of CHOP promoter induction, primary screen, cell-based, unfolded protein response, luciferase reporter. CHO-K1 CHOP-promoter luciferase, tunicamycin-induced, 15-18 h. actives 3.8% (n = 220,000). inhibition, % at 10 µM;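 active = compounds that reduced the stress-induced luciferase reporter signal by more than about 70% of percent inhibition, limit read from the data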;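 note: 0% = tunicamycin plus vehicle and 100% = wells without tunicamycin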
* hit, by the source's call; · = no result given.

SMILES	TNF necrop inh	Ba/F3 V617F tox	RBBP9 inhibitor	Wee1 stabilizer	BaF3 tox	PPC-1+TRAIL kill	zfTRPN1 agonist	TRPML3 ag	CHOP inhibitor
COc1cccc(-n2nnnc2SCC(=O)NCCc2ccc(OC)c(OC)c2)c1	1.2	1	-4	0	5	15	0.0	-0.2	-1
COc1cc(-n2c(-c3ccccc3)n[nH]c2=S)c(OC)cc1Cl	0.5	-3	-13	-1	0	15	-3.5	-1.3	-8
OCc1nnc2c3ccccc3c(-c3ccccc3)nn12	-1.2	0	6	-2	6	-6	-0.4	0.6	-11
Cc1ccc(C(=O)Nc2cc(C(F)(F)F)ccc2N2CCCCC2)cc1[N+](=O)[O-]	1.4	0	-4	5	2	-7	1.3	0.3	28
CC(=O)Nc1ccc(N2CCCC(C)C2)c([N+](=O)[O-])c1 (centres undefined)	-1.3	6	3	1	9	-20	0.8	0.2	14
CCCCOc1ccc(S(=O)(=O)NCc2csc(C)n2)cc1	-3.1	0	-5	3	4	0	4.3	1.6	5
O=C(NN1C(=O)C2C(c3ccccc3)C=CC(c3ccccc3)C2C1=O)c1cccc(Br)c1 (centres undefined)	2.2	-2	-21	-3	3	-2	-1.7	0.7	61
Cc1cc(C(=O)NC(CC(C)C)C(=O)O)cc(C)c1[N+](=O)[O-] (centres undefined)	0.9	1	-11	0	4	16	-0.4	0.5	-3
COc1cc([N+](=O)[O-])ccc1NC(=O)C[n+]1ccccc1	6.8	3	-2	-1	4	-6	2.1	0.8	-17
O=C(CC1Nc2ccccc2NC1=O)NC1CCCCC1 (centres undefined)	-2.6	1	-13	-2	2	-1	0.5	0.1	·
CN(C)/C=C1/Sc2ccccc2C1=O	-0.9	1	-8	2	3	-11	-0.4	0.6	-2
Cc1cc(C)c(NC(=O)CS(=O)CC(=O)N2CCN(c3ccc(F)cc3)CC2)c(C)c1 (centres undefined)	-0.7	0	-5	-1	1	2	0.7	0.2	25
O=C(O)C1C2CCC(O2)C1C(=O)NCc1ccc(Cl)cc1 (centres undefined)	1.2	0	-7	-3	0	-7	2.4	0.4	-47
O=C(NCC1(c2ccccc2)CCCC1)c1ccc(Br)o1	-0.1	-3	-2	3	-2	12	-0.8	1.6	32
CCn1nc(NC(=O)c2ccco2)c2cc3cc(C)ccc3nc21	-2.6	2	1	1	0	-13	-1.9	0.2	31
O=C(NCCC1=CCCCC1)C1CCN(c2nnc(-n3cccc3)s2)CC1	2.5	3	0	1	5	7	-0.4	-0.1	21
CCC1=NN2C(=N)/C(=C\c3cccn3-c3c(C)cccc3C)C(=O)N=C2S1	-0.1	-1	-5	-1	2	-1	-2.5	0.4	35
NC(=O)CCn1nc(-c2ccc(Cl)cc2)c2ccccc2c1=O	-3.0	-7	-1	0	6	11	0.2	-0.1	24
COc1ccc(N(C(=O)Nc2ccc(Cl)cc2)C2=NCCC2)cc1	-2.0	-2	-12	-3	0	14	3.3	1.6	53
COc1ccc(/C=N/Nc2ccc(C(=O)O)cc2)cc1OC	-0.8	1	-11	-1	-3	14	0.5	0.9	8

Limited to zfTRPN1 agonist and CHOP inhibitor (seven entries from above):
canonical_smiles	zfTRPN1 agonist	CHOP inhibitor
O=C(NN1C(=O)C2C(c3ccccc3)C=CC(c3ccccc3)C2C1=O)c1cccc(Br)c1 (centres undefined)	-1.7	61
COc1cccc(-n2nnnc2SCC(=O)NCCc2ccc(OC)c(OC)c2)c1	0.0	-1
O=C(NCCC1=CCCCC1)C1CCN(c2nnc(-n3cccc3)s2)CC1	-0.4	21
CN(C)/C=C1/Sc2ccccc2C1=O	-0.4	-2
COc1ccc(/C=N/Nc2ccc(C(=O)O)cc2)cc1OC	0.5	8
CCC1=NN2C(=N)/C(=C\c3cccn3-c3c(C)cccc3C)C(=O)N=C2S1	-2.5	35
COc1cc(-n2c(-c3ccccc3)n[nH]c2=S)c(OC)cc1Cl	-3.5	-8

Record cards (already shown):
O=C(NN1C(=O)C2C(c3ccccc3)C=CC(c3ccccc3)C2C1=O)c1cccc(Br)c1 (centres undefined) as listed: TNF necrop inh = 2.2; Ba/F3 V617F tox = -2; RBBP9 inhibitor = -21; Wee1 stabilizer = -3; BaF3 tox = 3; PPC-1+TRAIL kill = -2; zfTRPN1 agonist = -1.7; TRPML3 ag = 0.7; CHOP inhibitor = 61
OCc1nnc2c3ccccc3c(-c3ccccc3)nn12 as listed: TNF necrop inh = -1.2; Ba/F3 V617F tox = 0; RBBP9 inhibitor = 6; Wee1 stabilizer = -2; BaF3 tox = 6; PPC-1+TRAIL kill = -6; zfTRPN1 agonist = -0.4; TRPML3 ag = 0.6; CHOP inhibitor = -11

(further entries)
SMILES	TNF necrop inh	Ba/F3 V617F tox	RBBP9 inhibitor	Wee1 stabilizer	BaF3 tox	PPC-1+TRAIL kill	zfTRPN1 agonist	TRPML3 ag	CHOP inhibitor
CCCN(CCC)S(=O)(=O)c1ccc(C(=O)NNC(=O)c2cc(OC)c(OC)c(OC)c2)cc1	1.6	-3	-13	2	3	-2	4.0	1.1	2
CC(=O)OCC1(C)CN(c2ccccc2)NC1=O (centres undefined)	-3.2	0	-6	0	0	7	0.1	0.6	6
O=C(Nc1ccccc1F)c1ccc2nc(N3C(=O)CCC3=O)sc2c1	-3.1	-1	-3	0	5	-5	0.2	1.2	-11
CCOCCCNC(=O)C(NC(=O)Cc1c[nH]c2ccccc12)c1ccc(OC)cc1 (centres undefined)	1.9	2	-3	1	2	2	0.9	0.8	11
CC(C)C(NC(=O)C1CCC(C(C)(C)C)CC1)C(=O)NCc1cccnc1 (centres undefined)	-0.3	3	0	-3	8	-2	0.3	0.6	-1
Cc1cc(C)nc(SCC(CSc2nc(C)cc(C)n2)C(=O)O)n1	-0.6	5	-3	3	1	19	0.6	0.8	-3
CCOC(=O)C(=O)N/N=C/c1cccc(Br)c1	0.2	-6	0	3	-3	8	0.3	0.6	15
Cn1c(SC/C=C/c2ccccc2)nnc1-c1cccs1	-2.1	5	-5	1	6	-10	-0.9	-0.3	-42
O=C(OCC(=O)N1CCN(C(=O)c2ccco2)CC1)c1ccccc1O	0.0	-1	0	0	4	13	2.4	1.1	11
O=c1cc(O)c(-c2ccccc2Cl)c(Cl)[nH]1	-0.6	4	-9	1	5	-1	0.3	0.4	23
CC(=O)c1cccc(NC(=O)N2CCCC2C(=O)NCc2ccccc2)c1 (centres undefined)	1.0	-3	2	2	-1	13	0.3	1.1	13
CC(C)(C)c1ccc(C(=O)c2c[nH]c(C(=O)O)c2)cc1	-0.5	3	-10	-2	11	5	0.1	0.7	3
Cc1[nH]c2ccccc2c1SCCN	-1.3	3	-2	-2	9	·	0.1	-0.1	·
CCOc1ccc2nc(Nc3nc(CSc4nnnn4-c4ccccc4)cc(=O)[nH]3)nc(C)c2c1	-6.3	-2	8	-1	2	21	2.0	0.8	36
Cc1ccc(NC2=C(Cl)C(=O)OC2OC(=O)c2ccccc2C)cc1 (centres undefined)	-1.1	-5	-6	-4	-3	·	-1.6	-0.4	25
CCOc1ncccc1C(=O)OCc1ccc(Cl)cc1	1.6	-1	0	0	5	4	-0.4	0.5	31
O=c1cnnc(Nc2ccccc2F)[nH]1	0.3	-2	-4	2	2	27	0.7	0.6	-8
Clc1ccccc1CNCc1ccncc1	0.0	1	-5	-3	1	-4	3.4	0.9	17
CCOC(=O)C1(Cc2cccc(OC)c2)CCN(Cc2cccc(O)c2)CC1	3.5	1	-6	-2	0	6	-0.8	0.2	24
COC(=O)c1ccc2c(c1)N(C)S(=O)(=O)c1cnc(SCC(=O)C(C)(C)C)nc1-2	3.7	-2	-5	-1	-6	14	1.3	0.9	-29
CC(C)C(NC(=O)c1c(F)cccc1F)C(=O)NCC(c1ccccc1)N(C)C (centres undefined)	1.0	6	-4	1	12	14	1.0	0.4	2
CSc1ccc(S(=O)(=O)Nc2ccc(N3CCOCC3)c(Cl)c2)cc1	0.8	4	-6	-2	8	1	-0.4	0.1	53
Cc1cc(C)c(S(=O)(=O)n2c([N+](=O)[O-])cnc2C)c(C)c1	0.3	1	-1	-2	4	4	0.8	0.6	-19
Cc1c(C(=O)/C=C/N(C)C)nnn1-c1ccc(Cl)cc1Cl	0.5	1	-7	0	3	7	1.6	1.5	0
CCOC(=O)Cc1csc(NC(=S)NC(=O)CC(C)C)n1	1.7	-2	3	4	-1	10	-0.5	0.1	8
Cc1nn(-c2ccc(F)cc2)c(C)c1CN1CCN(CCc2ccccc2)C(CCO)C1 (centres undefined)	0.8	-3	-2	-1	0	19	-2.8	0.5	10
C=C1CC(C(=O)N/N=C/c2ccc(O)cc2)C1	1.6	3	-5	1	1	-4	0.3	0.8	-3
N#CC1=C2SCCN2C(=O)C(C#N)C12CCCCC2 (centres undefined)	-0.4	1	-5	-1	0	14	1.7	-0.2	17
COc1ccc(NC(=O)c2ccc(C(=O)Nc3ccc(OC)cc3OC)cc2)c(OC)c1	0.7	0	2	2	0	·	1.2	0.8	-22
CCOC(=O)c1ccc(NCc2ccc3c(c2)OCO3)cc1	1.8	6	-8	-4	8	7	-0.4	-0.6	8
O=C(NCCN1CCOCC1)C(=O)NCc1ccc2c(c1)OCO2	0.1	4	-3	-2	12	15	2.0	0.6	-6
O=C(CSc1nc(O)cc(=O)n1-c1ccccc1)Nc1nc2ccccc2s1	8.3	-4	-30	0	-2	16	2.5	-0.1	-7
CCC(Sc1nnc(C)s1)C(=O)Nc1nccs1 (centres undefined)	1.3	-2	-4	3	2	-8	1.1	0.6	11
COc1ccccc1-c1c(C)oc2cc(OC(=O)c3ccco3)ccc2c1=O	-2.8	1	-5	-1	4	-16	0.4	0.0	66
COc1cccc(NC(=O)c2ccc(-n3cccn3)nc2)c1	-1.2	-6	5	-1	3	26	4.7	1.9	-6

Assay outcomes (PubChem)
